Shiga inhibitor: inhibitors of Shiga toxin in Vero cells; actives 9.2% (n = 290,000); Vero cells, Shiga toxin protein synthesis inhibition reporter; inhibition, % at 38.7 µM; in the data active = inhibition mostly above about 28%, no sharp cut-off; inactive = mostly below about 43%; also: 0% is about no effect
HCMV antiviral: human cytomegalovirus inhibition. HFF cells, HCMV-luciferase reporter, 72 h; stronger effect = lower value. activity change, negative = inhibition, % at 57.5 µM. actives 4.5% (n = 410,000); in the data active = activity change below about -60%; inconclusive = no clear call, values can overlap the other calls; inactive = above about -39%; also: % is scaled to controls: 0 for no effect and ±100 for the full control effect
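Steps: HFFs plated, 16 h 37C; compounds added; HCMV-luciferase added to MOI 1 PFU/cell; 72 h 37C; OneGlo reagent, 5 min room temperature; luminescence read, normalized to controls.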
AmpC inh no detg: inhibitors of E. coli AmpC beta-lactamase without detergent | P00811 | AmpC nitrocefin hydrolysis, absorbance 480 nm, 0.0001% Triton | Potency, µM (highest dose often 57.1 µM), without a hit: at the top dose activity change, negative = inhibition, hits mostly inhibitors | actives 0.52% (n = 330,000);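 also: potency is read from the fitted curve at half-maximal effect; plate controls were no compound for no effect and no enzyme for full effect; nearly all actives have a fitted effect of over 20% in size; some results filed as inactive show a strong effect at the top dose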
Target sequence (P00811 whole entry, looked up): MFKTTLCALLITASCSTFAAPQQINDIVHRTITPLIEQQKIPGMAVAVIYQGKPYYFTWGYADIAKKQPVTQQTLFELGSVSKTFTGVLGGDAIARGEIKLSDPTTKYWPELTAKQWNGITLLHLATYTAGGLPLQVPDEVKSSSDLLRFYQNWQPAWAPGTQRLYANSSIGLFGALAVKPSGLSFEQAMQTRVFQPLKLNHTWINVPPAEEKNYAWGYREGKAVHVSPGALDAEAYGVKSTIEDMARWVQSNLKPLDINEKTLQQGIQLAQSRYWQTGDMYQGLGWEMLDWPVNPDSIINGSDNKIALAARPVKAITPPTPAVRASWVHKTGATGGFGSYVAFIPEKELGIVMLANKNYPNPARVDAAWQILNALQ
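AmpC (5.3 nM in the dispensed reagent) in 20 mM phosphate pH 7.0 with 0.01% (detergent screen) or 0.0001% Triton X-100 was preincubated with compounds for 15 min at room temperature. Nitrocefin was then added from an 800 uM solution, and hydrolysis was followed at 480 nm.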
CHX counter: counter-screen for Shiga toxin inhibitors: cycloheximide protein synthesis inhibition. cell reporter, cycloheximide protein synthesis inhibition counterscreen. max response, %. actives 12% (n = 300,000); in the data active = max response mostly above about 13%, no sharp cut-off; inactive = mostly below about 14%; also: read at 38.3 µM for the half of the compounds with a filed dose; 0% is about no effect
AMA1 RON2 block: AMA1-RON2 (P. falciparum) interaction inhibition. AlphaScreen AMA1-biotinylated RON2 peptide binding. Potency, µM (series often up to 58.2 µM), inactives show at the top dose activity change, negative = inhibition, actives largely listed as inhibitors. actives 0.2% (n = 360,000). AID 720542;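 also: potency is read from the fitted curve at half-maximal effect; 0% = vehicle wells and -100% = peptide control; nearly all actives have a fitted effect of over 45% in size; some results filed as inactive show a strong effect at the top dose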
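AMA1 (3D7) with his tag at 25 nM final met compounds first, then biotinylated RON2 peptide at 25 nM; detection used donor plus acceptor beads, 10 µg/mL apiece, read by AlphaScreen after 30 min at room temperature.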
Giardia FBPA inh: blocks Giardia fructose-bisphosphate aldolase activity | A8B2U2 | AID 2451 | purified Giardia FBPA | actives 0.71% (n = 290,000) | Potency, µM (series often up to 59.6 µM), without a hit: at the top dose activity, negative = inhibition, most hits filed as inhibitors; also: potency is read from the fitted curve at half-maximal effect; % is scaled to controls: 0 for no effect and ±100 for the full control effect; nearly all actives have a fitted effect of over 55% in size
Target sequence (A8B2U2 whole entry, looked up): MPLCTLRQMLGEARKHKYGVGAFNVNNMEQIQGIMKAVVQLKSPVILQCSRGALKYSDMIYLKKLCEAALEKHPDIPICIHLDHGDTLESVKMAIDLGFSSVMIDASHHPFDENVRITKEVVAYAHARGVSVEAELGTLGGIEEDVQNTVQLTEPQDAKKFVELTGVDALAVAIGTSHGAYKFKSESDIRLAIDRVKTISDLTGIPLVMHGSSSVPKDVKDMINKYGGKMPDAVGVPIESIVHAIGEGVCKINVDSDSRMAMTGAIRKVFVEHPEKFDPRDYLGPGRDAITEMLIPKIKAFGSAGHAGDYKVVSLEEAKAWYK
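40 nM FBPA preincubated 10 min at RT with compound (up to 57.5 uM final), then substrate plus GAPDH/TPI/NAD/arsenate coupling and diaphorase/resazurin added. Fluorescence read after 20 min at RT, 525/598 nm.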
AmpC detergent: blocks E. coli AmpC beta-lactamase in detergent assay; AmpC hydrolysis of nitrocefin, absorbance 480 nm, 0.01% Triton; actives 0.041% (n = 370,000); Potency, µM (series often up to 114 µM), for inactives: at the highest dose activity change, negative = inhibition, usual class: inhibitors;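 also: potency is read from the fitted curve at half-maximal effect; 0% = no-compound wells and -100% = no-enzyme wells; nearly all actives have a fitted effect of over 25% in size; some results filed as inactive show a strong effect at the top dose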
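AmpC (5.3 nM in the dispensed reagent) in 20 mM phosphate pH 7.0 with 0.01% (detergent screen) or 0.0001% Triton X-100 was preincubated with compounds for 15 min at room temperature. Nitrocefin was then added from an 800 uM solution, and hydrolysis was followed at 480 nm.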
The depositor's hits bear a star; i = inactive; ? = inconclusive; / = not tested or not shown; [ ] = dose if it differs, or a comment. Unless noted, calls follow the shape of the dose curve; as a rule, active = well fitted curve in the direction sought with a large enough effect; inconclusive = small, poorly fitted or top-dose-only effect, or another doubt; inactive = no such curve, though single readings can be large; an effect the other way counts as inactive or inconclusive.

SMILES	Shiga inhibitor	HCMV antiviral	AmpC inh no detg	CHX counter	AMA1 RON2 block	Giardia FBPA inh	AmpC detergent
COc1cc(OC)c2c(-c3cccc(-c4ccc(C#N)cc4)c3)cc(=O)oc2c1	i	-4	-16%	13	-2%	-1%[89.2 µM]	/
Cc1c(NC(=S)NC(C)(C)C)c(=O)n(-c2ccccc2)n1C	13	21	-12%	5	12%	-2%	-9%
CN(C[C@H](Cc1ccccc1)N(C[C@H](Cc1ccccc1)N(CC1(c2ccccc2)CC1)N=O)N=O)N=O	-17	-30	-25%	1	-7%	-3%	-3%
CCN(CC1CCCN(CCc2cccc(F)c2)C1)C(=O)c1cc2ccccc2o1 (stereo unspecified)	11	-34	99%[activator]	9	-1%	5%	1%
Cc1nc2ccccc2n1CC(=O)c1ccccc1	-6	-9	-5%	-2	25%	-9%	?
CC(NC(=O)c1cc2cc([N+](=O)[O-])ccc2oc1=O)C1CCCO1 (stereo unspecified)	8	4	-19%	-1	12%	-1%	?
CC(C)CN1CCN(Cc2cnc(-c3ccc(Cl)cc3)nc2)CC1CCO (stereo unspecified)	111	40	59%	13*	2%	1%	-1%
CC1Oc2ccccc2N(CC(=O)c2cccc(Cl)c2)C1=O (stereo unspecified)	33	29	-17%	-4	-1%	1%	?
CCOC(=O)N1CCN(C(=O)c2cc3cc(F)ccc3[nH]2)CC1	-1	58	0%	-1	-1%	6%	?
CC(C)(CNC(=O)c1cc([N+](=O)[O-])ccc1N1CCC(Cc2ccccc2)CC1)N1CCOCC1	/	-63*	177%[activator]	/	-9%	/	-4%
Cc1nn(Cc2ccc(Cl)cc2)c(C)c1NC(=O)CCCn1nc([N+](=O)[O-])c(Cl)c1C	-20	-24	185%[activator]	1	-10%	11%	?
COC(=O)c1ccccc1NC(=O)NCc1ccc2c(c1)OCO2	23	-27	/	-1	7%	-13%	-1%
c1cc(CCCc2ccncc2)ccn1	/	0	-15%	/	-3%	/	0%
COCc1cc(CN2CCCC(C(=O)c3cccc(C(F)(F)F)c3)C2)ccc1OC (stereo unspecified)	-6	-8	107%[activator]	-3	-2%	5%	-1%
O=C(c1cc(-c2ccc(Cl)cc2Cl)on1)N1CCCCCC1	99*	60	3%	38*	11%	11%	5%
COC(=O)COc1ccc(NC(=O)C2CCCO2)cc1 (stereo unspecified)	16	2	-22%	6	?	4%	2%
O=C(CSCc1ccc(Cl)cc1)N1CCCCC1	91*	-13	18%	45*	4%	-14%	3%
COc1ccc(C(C)=O)cc1COC(=O)C1CCN(C(=O)c2ccc(Cl)cc2)CC1	/	9	126%[activator]	/	-4%	/	/
COc1ccc(/C=C/C(=O)NC(=S)N2C[C@H]3C[C@H](C2)c2cccc(=O)n2C3)cc1OC	-9	-10	-4%	-2	63%[activator]	7.9µM*	-11%
COC(=O)c1cc(NC(=O)CN(c2ccc(OC)cc2)S(=O)(=O)c2ccc(F)cc2)ccc1Cl	9	-12	-15%	-3	-2%	1%	1%
COc1ccc(N/C=C\C(=O)c2ccc3ccccc3c2)cc1	24	103	-23%	29*	0%	9%	?
CCN(CC)C(=O)CSc1nnc([C@@H](N)C(C)C)o1	3	-30	-2%	-3	15%	-6%	2%
CCOC(=O)N1CCN(c2c(NCCCN(CC)c3cccc(C)c3)c(=O)c2=O)CC1	-3	-26	29%	16	-1%	-10%	-12%
C[C@H]1CN=C(Nc2ccccc2)N1CCc1ccc(F)cc1	/	-2	0%	/	4%	/	-4%
Cn1c(=O)cc(SCC(=O)Nc2ccc3c(c2)OCO3)c2ccccc21	-17	109	-23%	-6	7%	-4%	1%
Cc1ccccc1N(C(=O)c1csnn1)C(C(=O)NC(C)(C)C)c1ccncc1 (stereo unspecified)	17	-24	-5%	-1	-2%	2%	3%
N=c1c2c3c(sc2nc2n1CCC2)CCCC3	-9	12	-15%	-5	-4%	-4%	-14%
O=C(Nc1nnc(-c2ccccc2)o1)c1cccc(N2C(=O)CCC2=O)c1	-6	-2	-19%	-2	25%	17%	-13%
CC(/C=C1\SC(=S)N(CCC(=O)Nc2ccccc2O)C1=O)=C\c1ccccc1	-2	34	-19%	-2	3%	8%	-4%
CC(OC(=O)COc1ccccc1Cc1ccccc1)C(=O)N(C)c1ccccc1 (stereo unspecified)	/	3	72%[activator]	/	-1%	/	-11%
Nc1nc(N2CCCCC2)nc(N2CCCCC2)n1	-28	-28	1%	-2	-2%	8%	?
NC(=O)c1ccccc1NC(=O)Nc1cccc2ccccc12	15	-22	-24%	36*	5%	-3%	3%
COc1cccc(C(=O)NCCS(=O)(=O)NCc2ccc3c(c2)OCO3)c1	/	-7	35µM*	/	2%	/	?
O=S(=O)(c1ccccc1)N1CCCc2ccccc21	4	/	-25%	3	/	-14%	?
CC1CCN(CCc2nc3cc(NC(=O)COc4ccc(Cl)cc4)ccc3n2C)CC1	11	?	-11%	-8	19%	/	-1%
CC(C)C(=O)Nc1ccc(-c2ccc3nncn3n2)cc1	18	-21	-14%	12	-1%	12%	-8%
Cc1nc(=O)c(-c2ccccc2)c(C)n1CCCO	-6	-10	-8%	10	-14%	15%	-4%
CCc1ccc(-c2ccc(SCc3ccccn3)nn2)cc1	103*	23	-14%	41*	2%	0%	1%
Nc1c(C(=O)O)sc2nc(-c3ccccc3)c3c(c12)CCCC3	-5	-31	-45%	1	78%[activator]	14%	-3%
O=C(COC(=O)c1ccc(F)c(S(=O)(=O)N2CCOCC2)c1)NCCc1ccc(F)cc1	/	18	29%	/	2%	/	/
Cc1ccc(C)c(Cn2nnc(C(=O)Nc3ccc4c(c3)OCCO4)c2N)c1	/	14	-25%	/	-3%	/	?
Cc1cccnc1CCNC(=O)c1ccc(OC2CCN(Cc3ccccn3)CC2)cc1	60	-36	45%	18*	70%[activator]	/	4%
O=C(NCC(=O)N1CCCC1)c1ccc(Br)o1	13	23	-5%	6	15%	7%	-17%
COC(=O)Nc1ccc(S(=O)(=O)N2CCCC(C(=O)Nc3cccc4c3OCCO4)C2)cc1 (stereo unspecified)	1	-16	-10%	-1	-3%	-16%	-8%
Cc1ccccc1OC(C)C(=O)Nc1ccc2c(c1)OCCO2 (stereo unspecified)	21	43	-9%	34*	0%	/	2%
COCCCNC(=O)c1cc2cc([N+](=O)[O-])cc(OC)c2oc1=O	26	19	-9%	-1	2%	0%	-3%
Cc1ccc(S(=O)(=O)CC(CN2CCCCC2)N2CCCCC2)cc1 (stereo unspecified)	16	-99*	-3%	15	46%	0%	2%
COc1cc2c(cc1OC)C(C)N(C(=O)c1sc(-c3cnccn3)nc1C)CC2 (stereo unspecified)	-12	39	71%[activator]	-3	-18%	3%	8%
CCC(C)[C@H](NC(=O)NCc1ccccc1Cl)C(=O)OC (stereo partly specified)	8	22	-22%	20	2%	1%	9%
O=C(CCCOc1ccccc1)NCC1CCCO1 (stereo unspecified)	26	42	5%	28*	-2%	12%	8%
COc1ccc(CCNC(=O)COC(=O)COc2c(C)cc(C)cc2C)cc1OC	39	36	88%[activator]	0	2%	-3%	4%
CC1(C)CC(=O)C2=C(C1)OC(N)=C(C#N)C21CCC2(CC1)OCCO2	-3	?	/	3	7%	?	-4%
O=C(CN1C(=O)N/C(=C\c2ccccc2OCc2ccc(C(=O)O)cc2)C1=O)Nc1ccccc1F	-22	24	-43%	-4	-22%	-8%	-15%
COCCCNC(=O)C(=O)NCC1CCCN1S(=O)(=O)c1cccs1 (stereo unspecified)	/	-2	24%	/	9%	/	-1%
O=C(NCCc1ccccc1)Nc1cccc(Cl)c1	40	-2	-51%	49*	8%	-12%	-6%
O=C(c1ccco1)N1CCN(C(=O)c2[nH]ncc2[N+](=O)[O-])CC1	-49	13	-10%	-3	-2%	-5%	-11%
Cc1ccc([N+](=O)[O-])cc1-c1ccc2cccc(C)c2n1	-13	-12	-16%	-1	-6%	3%	-14%
Nc1ccc2nn(-c3ccccc3)nc2c1	97*	88	-31%	53*	-24%	-26%	-3%
O=c1[nH]c2ccccc2c(=O)n1CCCO	-10	13	-7%	-2	0%	-6%	-2%
Cc1cc(C)nc(SCc2cnc(C)nc2N)n1	-9	-33	-6%	0	10%	-1%	0%

Retrieved by compound from the list above, five records:
SMILES	Shiga inhibitor	HCMV antiviral	AmpC inh no detg	CHX counter	AMA1 RON2 block	Giardia FBPA inh	AmpC detergent
CCc1ccc(-c2ccc(SCc3ccccn3)nn2)cc1	103*	23	-14%	41*	2%	0%	1%
Nc1ccc2nn(-c3ccccc3)nc2c1	97*	88	-31%	53*	-24%	-26%	-3%
NC(=O)c1ccccc1NC(=O)Nc1cccc2ccccc12	15	-22	-24%	36*	5%	-3%	3%
Cc1cccnc1CCNC(=O)c1ccc(OC2CCN(Cc3ccccn3)CC2)cc1	60	-36	45%	18*	70%[activator]	/	4%
Cc1nn(Cc2ccc(Cl)cc2)c(C)c1NC(=O)CCCn1nc([N+](=O)[O-])c(Cl)c1C	-20	-24	185%[activator]	1	-10%	11%	?

More results
SMILES	Shiga inhibitor	HCMV antiviral	AmpC inh no detg	CHX counter	AMA1 RON2 block	Giardia FBPA inh	AmpC detergent
O=C(CSc1nnnn1-c1ccccc1)c1cc2ccccc2oc1=O	12	-40	-29%	-1	-7%	-9%	0%
COC(=O)NCC(c1ccco1)N1CCN(c2ccccc2)CC1 (stereo unspecified)	-9	0	0%	-4	-14%	2%	-14%
CN(c1ccccc1C(=O)NC1CCCCC1)S(=O)(=O)c1ccccc1	-25	?	63%[activator]	-2	-1%	-4%	-12%
Cc1[nH]c(C)c(S(=O)(=O)NCc2ccccc2Cl)c1C(=O)N1CCCC1	1	-19	-14%	-5	15%	7%	?
COc1ccc(Cc2nnc(SCC(=O)NC(C)c3ccccc3)o2)cc1 (stereo unspecified)	10	21	198%[activator]	-1	-9%	-1%	?
Cc1ccc(S(=O)(=O)N2CCCCC2)cc1C(=O)NC1CC(C)(C)NC(C)(C)C1	/	-22	-22%	/	15%	/	?
Cc1c(Cl)cccc1NC(=O)CCC(=O)N/N=C/c1ccco1	5	-1	-6%	-2	-6%	-10%	?
CCCCC(CCC(=O)Nc1ccccc1C(=O)OCC)C(=O)O (stereo unspecified)	21	-9	?	-3	1%	3%	2%
Cc1nc(C(F)(F)F)nc(Nc2ccc(N=Nc3ccccc3)cc2)c1C#N	-6	-38	-12%	1	57%[activator]	5%	?
O=C(Nc1ccncc1)c1cc(-c2ccccn2)nc2ccc(Br)cc12	-9	-34	-14%	-1	0%	-8%	-1%
CC1CN(S(=O)(=O)c2cccc(C(=O)NNC(=O)C(C)Oc3ccccc3F)c2)CC(C)O1 (stereo unspecified)	/	11	-7%	/	122%[activator]	/	?
Cc1ccc(C(=O)CC2(O)C(=O)N(C)c3ccc(Br)cc32)c(C)c1 (stereo unspecified)	12	8	10%	-1	-3%	-1%	?

From PubChem BioAssay
